KB-3-1 tox = KB-3-1 parental cell cytotoxicity; KB-3-1 viability, CellTiter-Glo ATP luminescence, 72 h; Potency, µM (series often up to 46.1 µM), for inactives: at the top dose activity change, negative = cytotoxic, hits mostly cytotoxic; actives 1.4% (n = 400,000); AID 1347075; also: potency is read from the fitted curve at half-maximal effect; % is scaled to controls: 0 for no effect and ±100 for the full control effect; nearly all actives have a fitted effect of over 60% in size
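Viability of parental KB-3-1 cells, measured by CellTiter-Glo luminescence, followed a 72 h incubation at 37 °C with pinned compounds in phenol-red-free DMEM containing 10% FBS.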
MCF10A rereplic = inducers of DNA re-replication in MCF 10A breast cells; MCF 10A DNA re-replication, Hoechst nuclear intensity, 48 h; Potency, µM (titrated, usually from 46.1 µM), for the others: top-dose activity, positive = re-replication, most hits filed as activators; actives 2.9% (n = 350,000); also: potency is read from the fitted curve at half-maximal effect; % of control where 0% means no effect; nearly all actives have a fitted effect of over 50% in size
KB-V1 MDR tox = KB-V1 MDR subline cytotoxicity; KB-V1 MDR cells viability, CellTiter-Glo, 72 h; Potency, µM (titrated, usually from 46.1 µM), inactives show top-dose activity change, negative = cytotoxicity, hits mostly cytotoxic; actives 3.4% (n = 400,000); also: potency is read from the fitted curve at half-maximal effect; % is scaled to controls: 0 for no effect and ±100 for the full control effect; nearly all actives have a fitted effect of over 60% in size
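KB-V1 MDR subline cells in DMEM (phenol-red free, 10% FBS) exposed to compounds in qHTS concentration series for 72 h at 37 degrees C. Viability read by CellTiter-Glo luminescence; concentration-effect curves fitted after normalization and correction.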
IL1B secr inh = inhibitors of inflammasome signaling (IL-1 beta secretion); activity change, % at 57.5 µM; actives 4.7% (n = 360,000); THP-1 LPS/ATP IL-1B secretion, AlphaLISA, 16 h; stronger effect = lower value; in the data active = activity change below about -50%; inconclusive = mostly about -30% to -49%; also: % is scaled to controls: 0 for no effect and ±100 for the full control effect
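Secreted IL-1B measured by AlphaLISA bead assay after 16 h compound exposure of THP-1 cells; compounds (final up to 57.5 uM) added 1 h before LPS (250 ng/mL) and ATP (1.25 mM) stimulation; lower signal means less secretion.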
ATXN2 expr inh = inhibitors of ATXN2 expression | HEK-293 ATXN2-luciferase reporter, luminescence, 24 h | Potency, µM (titrated, usually from 57 µM), for inactives: at the top dose activity change, negative = inhibition, actives largely listed as inhibitors | actives 0.72% (n = 360,000) | AID 1745845; also: potency is read from the fitted curve at half-maximal effect; % is scaled to controls: 0 for no effect and ±100 for the full control effect; nearly all actives have a fitted effect of over 55% in size
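qHTS (up to 57 uM final) was run with 24 h compound exposure of reporter cells at 37 °C. Each well was multiplexed: SteadyGlo luminescence measured ATXN2-luciferase expression after a fluorogenic Gly-Phe-AFC viability readout (25 uM final).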
HT1080 IDH1KD tx = toxicity to HT-1080 IDH1 knockdown cells (counter line); HT-1080 IDH1 knockdown viability, ATP luminescence, 48 h; Potency, µM (doses to about 46.1 µM), inactives show top-dose activity, negative = toxicity, hits mostly cytotoxic; actives 2% (n = 360,000); AID 686971;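 also: potency is read from the fitted curve at half-maximal effect; 0% = DMSO wells and -100% = cell-free medium wells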
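IDH1KD HT-1080 cells, 750/well, RPMI + 5% FBS; compound pinned after 2 h settling; 48 h, 37 °C; CellTiter-Glo luminescence; % activity normalised to DMSO and no-cell wells; curves fitted, classed by r2 and efficacy.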
WRN inhibitor = blocks human WRN helicase; Q14191; WRN helicase unwinding, fluorescent forked duplex, kinetic; Potency, µM (series often up to 114 µM), for the others: at the top dose activity change, negative = inhibition, most hits filed as inhibitors; actives 0.46% (n = 360,000); also: potency is read from the fitted curve at half-maximal effect; % is scaled to controls: 0 for no effect and ±100 for the full control effect; nearly all actives have a fitted effect of over 55% in size
Target sequence (Q14191 whole entry, looked up): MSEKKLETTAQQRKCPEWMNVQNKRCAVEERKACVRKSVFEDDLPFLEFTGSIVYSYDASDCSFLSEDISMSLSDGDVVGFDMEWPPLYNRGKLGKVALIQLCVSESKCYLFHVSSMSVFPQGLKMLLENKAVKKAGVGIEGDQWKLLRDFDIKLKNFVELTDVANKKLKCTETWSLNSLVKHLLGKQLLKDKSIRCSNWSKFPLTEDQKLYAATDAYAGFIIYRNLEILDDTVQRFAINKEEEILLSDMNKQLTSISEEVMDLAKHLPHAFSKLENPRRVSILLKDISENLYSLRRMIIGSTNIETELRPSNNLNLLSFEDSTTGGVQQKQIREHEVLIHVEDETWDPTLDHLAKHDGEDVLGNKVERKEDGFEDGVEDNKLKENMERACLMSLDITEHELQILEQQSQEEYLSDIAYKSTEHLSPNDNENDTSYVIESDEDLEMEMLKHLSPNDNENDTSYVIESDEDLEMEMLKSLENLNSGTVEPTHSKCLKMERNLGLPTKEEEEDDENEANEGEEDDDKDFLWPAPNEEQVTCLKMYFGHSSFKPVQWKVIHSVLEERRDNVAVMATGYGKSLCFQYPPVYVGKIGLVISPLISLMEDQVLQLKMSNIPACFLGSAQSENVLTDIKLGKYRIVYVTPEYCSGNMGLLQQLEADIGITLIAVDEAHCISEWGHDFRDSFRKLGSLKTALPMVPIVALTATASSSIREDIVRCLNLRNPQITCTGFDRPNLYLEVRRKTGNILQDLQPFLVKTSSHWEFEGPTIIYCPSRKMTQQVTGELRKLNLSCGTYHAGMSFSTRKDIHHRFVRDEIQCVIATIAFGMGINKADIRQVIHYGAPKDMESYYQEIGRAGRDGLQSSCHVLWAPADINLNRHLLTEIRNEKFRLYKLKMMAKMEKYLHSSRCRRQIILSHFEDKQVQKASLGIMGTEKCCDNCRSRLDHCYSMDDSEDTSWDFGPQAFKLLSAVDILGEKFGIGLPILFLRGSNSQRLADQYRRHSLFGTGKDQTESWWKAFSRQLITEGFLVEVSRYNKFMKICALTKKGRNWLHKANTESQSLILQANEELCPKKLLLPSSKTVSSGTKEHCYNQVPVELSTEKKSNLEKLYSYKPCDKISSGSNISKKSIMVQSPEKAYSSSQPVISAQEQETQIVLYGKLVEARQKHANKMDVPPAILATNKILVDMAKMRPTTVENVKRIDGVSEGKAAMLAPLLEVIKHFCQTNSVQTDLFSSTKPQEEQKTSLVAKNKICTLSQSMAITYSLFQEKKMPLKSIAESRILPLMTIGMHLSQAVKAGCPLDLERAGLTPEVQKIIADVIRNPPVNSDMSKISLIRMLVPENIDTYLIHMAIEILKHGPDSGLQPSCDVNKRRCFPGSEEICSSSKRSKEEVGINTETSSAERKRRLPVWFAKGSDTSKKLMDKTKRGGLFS
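WRN at 20 nM final was preincubated with compound for 15 min at room temperature; reaction started with 100 nM forked duplex oligonucleotide carrying fluorophore and quencher plus 2 mM ATP (final). Unwinding followed kinetically by red fluorescence (ex 525/em 598 nm).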
HT1080NT lethal = kills 2HG-producing HT-1080-NT fibrosarcoma cells; HT-1080-NT fibrosarcoma viability, CellTiter-Glo ATP luminescence, 48 h; Potency, µM (top dose mostly 46.1 µM), for the others: at the top dose activity, negative = less viability, usual class: cytotoxic; actives 1.6% (n = 360,000); AID 686970;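 also: NT is the 2HG producing partner of a matched IDH1 knockdown line; potency is read from the fitted curve at half-maximal effect; 0% = DMSO-treated cells and -100% = media-only wells without cells; nearly all actives have a fitted effect of over 55% in size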
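Read-out is CellTiter-Glo luminescence after 10 minutes at room temperature, following 48 hours' compound treatment of HT-1080-NT cells (750 cells/well, RPMI, 5% FBS, 37 degrees C).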
SW480 rereplic = induces DNA re-replication in SW480 colon adenocarcinoma cells; SW480 DNA re-replication, Hoechst DNA content imaging, 48 h; Potency, µM (series often up to 46.1 µM), without a hit: at the top dose re-replication activation, usual class: activators; actives 1.8% (n = 340,000); also: potency is read from the fitted curve at half-maximal effect; % of control where 0% means no effect; nearly all actives have a fitted effect of over 55% in size
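DNA re-replication was detected as more nuclei of elevated Hoechst intensity after 48 hr exposure to compound (23 nL pinned per well of 250 cells).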
An asterisk follows results filed as active; i = inactive; ? = inconclusive; . = not tested or not shown; [ ] = remark or other dose. Unless noted, calls follow the shape of the dose curve; as a rule, active = well fitted curve in the direction sought with a large enough effect; inconclusive = small, poorly fitted or top-dose-only effect, or another doubt; inactive = no such curve, though single readings can be large; an effect the other way counts as inactive or inconclusive.

Molecule	KB-3-1 tox	MCF10A rereplic	KB-V1 MDR tox	IL1B secr inh	ATXN2 expr inh	HT1080 IDH1KD tx	WRN inhibitor	HT1080NT lethal	SW480 rereplic
O=C1C=C(OCc2ccccc2)CN1	-1%	0%	21%	4	1%	-4%	3%	-5%	-5%
CCOC(=O)N1CCC(=NNC(=O)NC2CCCCC2)CC1	3%	-31%[inhibitor]	13%	12	-14%[11.3 µM]	23%	-1%[57.1 µM]	13%	-14%[1.84 µM]
S=C(N/N=C/c1cccc2ccccc12)Nc1cccc(Cl)c1	25%	?	11%	35	-1%	8%	-1%	-5%	?
Cc1cc(C)cc(NC(=O)N2CCN(C/C=C/c3ccccc3)CC2)c1	2%	-7%	0%	-26	-2%	-19%	-8%	-17%	-16%
O=C(Cc1ccccc1)N1CCC(C(=O)N2CCN(c3ccc(F)cc3)CC2)CC1	1%	1%	?	2	0%	13%	8%	19%	4%
COc1cc(C(=O)NNC(=O)COc2ccc(C)cc2)ccc1OCC(=O)N1CCOCC1	-4%	-1%	10%	-11	2%	-1%	-6%	1%	11%
CC(C)C[C@@H]1O[C@H](C(C)C)Cc2[nH][nH]c(=O)c21	-18%	.	15%	34	12%	5%	-5%	3%	.
Cc1cc(CNC(=O)COc2ccc([N+](=O)[O-])cc2)c2ccccc2n1	?	-4%	?	16	-13%	-4%	-9%	-1%	1%
CCNc1nc(Cl)nc(NCc2ccccc2)n1	0%	-1%	-6%	-5	2%	-5%	-4%	-15%	13%
Cc1ccc(NC(=S)N=Nc2c(O)n(C)c3ccc(S(=O)(=O)N4CCOCC4)cc23)cc1C	?	?	-6%	19	-20%	?	-25%	-13%	5%
COc1ccc(C(=O)Nn2c(CC(C)C)nc3cc(Cl)ccc3c2=O)c(OC)c1	-6%	2%	-8%	24	-18%	-7%	3%	-6%	1%
COc1ccc(CCNC(=O)CN(C2CCCCC2)S(C)(=O)=O)cc1OC	3%	3%	?	0	2%	3%	2%	-5%	29%
O=C(CN1CCN(C(=O)CNC(=O)c2ccc3c(c2)OCO3)CC1)Nc1ccc(F)cc1	-10%	?	0%	-11	.	3%	-12%	2%	2%
CCOCc1nnc(NC(=O)C2CC(=O)N(C3CCCC3)C2)s1 (centres undefined)	2%	-5%	1%	0	-9%	13%	8%	13%	-7%
Cc1cccc(OCC(=O)N/N=C\c2cccn2C)c1C	5%	-4%	0%	41	-19%[11.3 µM]	22%	-33%	8%	3%
c1ccc(CSc2nnc(-c3ccccn3)n2-c2ccccc2)cc1	2%	-2%	?	-25	-8%	1%	8%	0%	-1%
CCOc1cc(NC(=O)c2ccco2)c(OCC)cc1NC(=O)CCc1ccccc1OC	4%	?	4%	-3	-7%	-3%	2%	-5%	2%
Nc1cccnc1Sc1cc(Cl)cc(Cl)c1	-5%	-181%[0.0737 µM]	-6%	17	-4%	2%	0%	2%	-7%
COc1ccc(NC(=O)c2cc(C3CCCCN3S(=O)(=O)c3cn(C)cn3)on2)c(C)c1 (centres undefined)	0%	.	-4%	?	14%	?	-1%	6%	.
CCCC(=O)NC(=S)Nc1ccccc1C(=O)OC	2%	0%	-1%	-5	-3%	0%	-3%	1%	0%
Cc1c(/C=N/NC(=O)COc2ccccc2[N+](=O)[O-])c2ccccc2n1C	?	18%	?	45	.	-29%	-15%	-24%	?
Cc1cc(C)cc(C(=O)NCC(=O)OCC(=O)NCC(F)(F)F)c1	-9%	-1%	-5%	-5	-18%	6%	8%	11%	-6%
COc1ccccc1CCNC(=O)C1CCCO1 (centres undefined)	6%	-4%	2%	12	7%	4%	-12%	-2%	-13%
CCOc1ccc(Br)cc1CC(=O)O	-7%	3%	-1%	-6	-12%	8%	-25%	6%	1%
CN(C)c1nccc(N(Cc2ccccc2)Cc2ccccc2)c1C#N	?	?	13µM*	-13	32%[activator]	-2%[9.24 µM]	-7%	-18%	-3%
Cc1cc(NC(=O)CN2CCCC(C)C2)no1 (centres undefined)	17%	8%	19%	11	12%	7%	1%	20%	-76%[inhibitor]
COc1ccc(CCN2CCCC(CN(C)C(=O)c3ccoc3C)C2)cc1 (centres undefined)	1%	3%	?	i	42%[activator]	1%	-21%	-1%	0%
CN1C2C=CC(=O)C1C1C(=O)N(c3ccccc3)C(=O)C12 (centres undefined)	?	.	?	-118*	?	?	-16%	?	.
Cc1ccc(C(=O)Nc2nnc(-c3ccco3)o2)cc1C	?	?	?	-20	5%	?	-3%	-21%	2%
CCOC(=O)CNC(=O)N1c2ccccc2Sc2ccccc21	5%	-1%	-27%	-21	.	7%	-4%	0%	-2%

3 compounds drawn at random from those above:
Molecule	KB-3-1 tox	MCF10A rereplic	KB-V1 MDR tox	IL1B secr inh	ATXN2 expr inh	HT1080 IDH1KD tx	WRN inhibitor	HT1080NT lethal	SW480 rereplic
COc1ccc(C(=O)Nn2c(CC(C)C)nc3cc(Cl)ccc3c2=O)c(OC)c1	-6%	2%	-8%	24	-18%	-7%	3%	-6%	1%
COc1ccccc1CCNC(=O)C1CCCO1 (centres undefined)	6%	-4%	2%	12	7%	4%	-12%	-2%	-13%
CC(C)C[C@@H]1O[C@H](C(C)C)Cc2[nH][nH]c(=O)c21	-18%	.	15%	34	12%	5%	-5%	3%	.

Additional structures:
Molecule	KB-3-1 tox	MCF10A rereplic	KB-V1 MDR tox	IL1B secr inh	ATXN2 expr inh	HT1080 IDH1KD tx	WRN inhibitor	HT1080NT lethal	SW480 rereplic
CCOC(=O)c1sc2nc(C)c3c(c2c1N)CC(C)(C)OC3	0%	22%	-28%	9	-5%	19%	-7%	19%	-3%
CCCCC(=O)Nc1nc(C)c(-c2csc(Nc3cc(OC)ccc3OC)n2)s1	?	?	-24%	-25	?	?	6%	-9%	7%
CSCCC(C(=O)Nc1c(C)cccc1C)n1c(COc2ccc(C)cc2)nc2ccccc21 (centres undefined)	?	.	?	-58*	.	?	-2%	-29%	.
Cc1ccc(OCC(=O)Nc2ccccc2C(=O)NC2CC2)cc1	5%	-4%	8.2µM*	10	2%	9%	5%	7%	-5%
CCn1c2ccccc2c2cc(NC(=O)Cc3ccc(S(=O)(=O)N4CCOCC4)s3)ccc21	-3%	15%	6%	1	-20%	?	-9%	-15%	19%
Cn1c(N)c(C(=O)COC(=O)CCc2c[nH]c3ccccc23)c(=O)n(C)c1=O	23%	-21%	-8%	34	-7%	9%	-23%[57.1 µM]	7%	-4%
O=C(COC(=O)c1ccc2c(c1)OCCO2)Nc1ccccc1C(F)(F)F	-4%	.	?	-19	.	4%	-3%	1%	.
CCN(CC1CCCO1)C(=O)c1cc(COc2ccc(F)cc2F)on1 (centres undefined)	-13%	-2%	0%	0	6%	-1%	-9%	9%	-2%
CC1CN(S(=O)(=O)c2ccc(C(=O)Nc3ccc(S(=O)(=O)Nc4ncccn4)cc3)cc2)CC(C)O1 (centres undefined)	-4%	3%	-8%	0	-3%	-1%	-11%	-3%	-2%
Cc1ccccc1NC(=O)c1ccccc1O	?	-10%	?	-6	4%	-30%	-6%	?	-3%
Cc1ccc(S(=O)(=O)CCC(=O)Oc2ccc3c(C)cc(=O)oc3c2)cc1	-3%	2%	0%	-5	-10%	28%	?	9%	0%
Cc1ccc(OCCCCCN2CCOCC2)c(Cl)c1	2%	?	-6%	-16	15%	-3%	0%	-7%	1%
CCN(CC(=O)Nc1ccccc1C(F)(F)F)C(=O)C1=COCCO1	0%	1%	4%	1	3%	-1%	-10%	-1%	-6%
O=C(Nc1ccc[n+](CC(=O)c2cccc3ccccc23)c1)c1ccccc1	23µM*	-2%	-8%	-29	?	?	-4%	?	?

Part of the list above in order of SMILES length, low to high.
Molecule	KB-3-1 tox	MCF10A rereplic	KB-V1 MDR tox	IL1B secr inh	ATXN2 expr inh	HT1080 IDH1KD tx	WRN inhibitor	HT1080NT lethal	SW480 rereplic
Cc1ccccc1NC(=O)c1ccccc1O	?	-10%	?	-6	4%	-30%	-6%	?	-3%
CCOC(=O)c1sc2nc(C)c3c(c2c1N)CC(C)(C)OC3	0%	22%	-28%	9	-5%	19%	-7%	19%	-3%
O=C(COC(=O)c1ccc2c(c1)OCCO2)Nc1ccccc1C(F)(F)F	-4%	.	?	-19	.	4%	-3%	1%	.
Cc1ccc(S(=O)(=O)CCC(=O)Oc2ccc3c(C)cc(=O)oc3c2)cc1	-3%	2%	0%	-5	-10%	28%	?	9%	0%
CCn1c2ccccc2c2cc(NC(=O)Cc3ccc(S(=O)(=O)N4CCOCC4)s3)ccc21	-3%	15%	6%	1	-20%	?	-9%	-15%	19%
CC1CN(S(=O)(=O)c2ccc(C(=O)Nc3ccc(S(=O)(=O)Nc4ncccn4)cc3)cc2)CC(C)O1 (centres undefined)	-4%	3%	-8%	0	-3%	-1%	-11%	-3%	-2%

Screening results as filed in PubChem BioAssay.
